Source: PubChem BioAssay
T cell modulator = T cell immune modulation candidate. 2C CD8+ T cell-vesicle binding, flow cytometry; stronger effect = lower value. calls only at 7 µM. 330,000 tested, 0.068% active. AID 2052;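 active means response, share of CD8 T cells binding vesicles, and their 90th percentile fluorescence all below set limits, cut at about 80% in these data, passing the limit was not always enough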
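Material: murine 2C transgenic CD8+ T lymphocytes / Also added: QL9-peptide-loaded Drosophila micro-vesicles bearing Ld, ICAM-1 and B7-1 / Schedule: binding step 1.5 h, 37 °C, antibody labelling 20 min, ice / Signal: flow cytometry, PE anti-B7-1 (FL2) versus Alexa647 anti-CD8 (FL8), PFA-fixed / Evaluation: percent CD8+ FL2 mean versus row control / Benchmarks: naked versus QL9-loaded vesicles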
NS5 inhibitors = Dengue-2 NS5 methyltransferase inhibitors, primary screen, biochemical, confirmation dose response (AID 588689). Dengue-2 NS5 methyltransferase capping enzyme assay, biochemical; higher % means a stronger effect. one-dose inhibition, % at 25 µM; IC50 in µM for titrated hits. 340,000 tested, 0.3% active; in the data active means a potency from the dose series; inconclusive means inhibition above about 29% without an active follow-up result
RSV CPE inhibition = RSV antiviral activity via CPE protection, HEp-2 cells, primary 10 µM value included (AID 2391); HEp-2 cells, RSV-induced CPE inhibition; higher % means a stronger effect; one-dose CPE inhibition, % at 10 µM; IC50 in µM for titrated hits; 310,000 tested, 0.13% active; in the data active means a potency from the dose series; inconclusive means CPE inhibition mostly from about 23% at the one dose, without a potency; inactive means the rest, 99 in 100 with CPE inhibition below about 21%; further: strong numbers were not always called active
NTR1 agonist = NTR1-driven beta-arrestin-GFP spot formation – imaging, U2OS cells, high content, primary screen (AID 493036); P30989; agonist mode; activation, % at 20 µM; 330,000 tested, 0.17% active;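 active means activation at or above 40% of the spot to cytoplasm intensity ratio, with at least 20 cells analyzed; inconclusive means wells under 20 cells, flagged as cytotoxic or low count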;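 further: 0% = DMSO without peptide and 100% = 100 nM NTR1 peptide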
Target sequence (P30989 whole entry, looked up): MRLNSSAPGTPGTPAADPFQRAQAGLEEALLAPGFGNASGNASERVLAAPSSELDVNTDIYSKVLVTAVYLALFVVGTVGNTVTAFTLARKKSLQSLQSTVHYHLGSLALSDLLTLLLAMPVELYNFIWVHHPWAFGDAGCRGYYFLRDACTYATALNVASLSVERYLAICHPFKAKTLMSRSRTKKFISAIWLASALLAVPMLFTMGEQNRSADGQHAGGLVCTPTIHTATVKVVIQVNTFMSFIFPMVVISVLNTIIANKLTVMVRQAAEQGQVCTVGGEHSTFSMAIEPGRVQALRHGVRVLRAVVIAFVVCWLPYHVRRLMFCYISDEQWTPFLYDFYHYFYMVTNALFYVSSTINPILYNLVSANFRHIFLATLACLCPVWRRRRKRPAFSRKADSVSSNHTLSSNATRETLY
MgcRacGAP inhibition = MgcRacGAP GTPase-activating activity inhibitors, confirmation, biochemical, ADP Hunter fluorescence. MgcRacGAP-stimulated Rac1 GTP hydrolysis, ADP Hunter fluorescence; higher % means a stronger effect; GST-tagged Rac1 F28L mutant substrate. inhibition, % at 30 µM, or IC50 in µM where a hit was titrated. 340,000 tested, 0.6% active;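 active means first-screen hits whose inhibition reached a set limit at any dose in the follow-up dose series; inconclusive means inhibition above the set first-screen limit but never retested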;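 further: fluorescence reports GDP produced by GAP-driven GTP hydrolysis; strong numbers were not always called active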
SV40 large T antigen = SV40 large T antigen inhibitors, biochemical (AID 1903); SV40 large T antigen ATPase/helicase inhibition assay; higher % means a stronger effect; inhibition, % at 20 µM; hits with a dose series show IC50 in µM; 310,000 tested, 0.39% active; in the data active means a potency from the dose series; inconclusive means inhibition mostly from about 32% at the one dose, without a potency; inactive means the rest, 99 in 100 with inhibition below about 32%; further: strong numbers were not always called active
PhoP inhibition = PhoP-dependent GFP reporter repression – Salmonella Typhimurium, primary screen (AID 1863); S. Typhimurium PhoP-regulated promoter GFP reporter, 4 h; higher % means a stronger effect; 300,000 tested, 0.16% active; inhibition, % at 50 µM; hits with a dose series show IC50 in µM;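 active means inhibition over 29.93%, a cutoff 3 SD above the screen mean, later confirmed by dose response; inconclusive means inhibition over 29.93% but no dose response follow-up; inactive means inhibition at most 29.93% or unconfirmed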;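 further: 0% = low Mg2+ inducing control and 100% = high Mg2+ repressing control; strong numbers were not always called active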
West Nile virus CPE = inhibition of WNV-induced cytopathic effect – cell-based, CPE readout (AID 1621) | West Nile virus-infected cells, CPE inhibition; higher % means a stronger effect | CPE inhibition, % at 10 µM; hits with a dose series show IC50 in µM | 290,000 tested, 0.02% active; in the data active means a potency from the dose series; inconclusive means CPE inhibition mostly from about 3.7% at the one dose, without a potency; inactive means the rest, 99 in 100 with CPE inhibition below about 2.2%; further: strong numbers were not always called active
UTI89 phage lysis = inhibition of K1F phage lysis, E. coli UTI89, bacterial capsule biogenesis inhibitors, alamar blue (AID 488966). inhibition, % at 100 µM, or IC50 in µM where a hit was titrated. E. coli UTI89 K1F phage lysis, alamar blue, 2 h; higher % means a stronger effect. 340,000 tested, 0.02% active;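 active means phage lysis inhibition, versus mean bacterial control, above a set limit; inconclusive means no clear call, values can overlap the other calls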;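 further: capsule biogenesis inhibitors block K1F phage lysis so surviving cells raise fluorescence; higher fluorescence means more inhibition of phage lysis; actives were called in the ten point dose series up to 300 µM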
T cell modulator vesicle-bound % = second read-out of T cell modulator, no call of its own (marks repeat the call); double positive events, %; measured here: CD8+ vesicle-bound cell fraction;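 binding gate set so that unloaded-vesicle control wells show 10% double positive cells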
NTR1 agonist cell count 20 µM = second read-out of NTR1 agonist, no call of its own (marks repeat the call); cell count; measured here: cell count, cytotoxicity flag
NS5 inhibitors pilot replicate = second read-out of NS5 inhibitors, no call of its own (marks repeat the call); inhibition, %; measured here: pilot screen replicate inhibition
Active calls of the source: *; i = inactive; ? = inconclusive; . = not tested or not shown; [ ] = another dose, or the depositor's remark.

SMILES	T cell modulator	T cell modulator vesicle-bound %	NS5 inhibitors	RSV CPE inhibition	NTR1 agonist	NTR1 agonist cell count 20 µM	MgcRacGAP inhibition	SV40 large T antigen	PhoP inhibition	West Nile virus CPE	UTI89 phage lysis	others
Cc1cc(C)c(S(=O)(=O)N(CC(=O)O)CC(=O)O)c(C)c1	i	18	5%	0.0%	0.9	62	6%	6%	0%	-0.1%	0.1%
COC(=O)c1c(NC(=O)C(=O)NCCCN2CCOCC2)sc2c1CC(C)(C)OC2	i	18	6%	-1.9%	-1.8	59	1%	10%	0%	-0.4%	-0.1%
NC(=O)CSc1nnc(-c2ccco2)n1-c1ccccc1	i	64	-6%	0.7%	0.2	62	7%	7%	6%	0.4%	0.0%
Cc1ccc(NC(=O)CN2CCc3ccccc3C2)cc1S(=O)(=O)N(C)C	i	32	-5%	16%	1.2	34	29%	9%	-4%	-1.4%	0.3%
O=C(CSc1nnc(CNC(=O)c2c(F)cccc2Cl)o1)c1ccccc1	i	42	2%	2.5%	-0.4	40	3%	5%	-9%	0.2%	4.4%
CC(C)(C)c1nnc(NC(=O)C2c3ccccc3Oc3ccccc32)s1	i	39	0%	3.9%	6.8	48	11%	32%	-15%	-0.3%	0.3%
O=C(CS(=O)CC(=O)NC12CC3CC(CC(C3)C1)C2)Nc1ccc(F)cc1 (stereo not given)	i	57	-3%	2.3%	0.4	61	8%	10%	-8%	-0.4%	0.1%
NC(=O)c1ccsc1NC(=O)c1nc(-c2ccccc2)n(-c2ccccc2)n1	i	46	-10%	0.5%	11	80	2%	10%	-11%	1.1%	-0.1%
COC(=O)c1ccc(C(=O)OC)c(NC(=O)CN2CCCCC2)c1	i	32	.	0.1%	4.6	86	1%	5%	-2%	0.3%	2.6%
Cn1c(CCN2CCCCC2)nc2cc(NS(=O)(=O)c3ccccc3)ccc21	i	51	3%	0.7%	-0.4	84	12%	15%	-3%	0.1%	-0.2%
COc1cc(OC)cc(-c2nnc(SCC(=O)N(Cc3ccccc3)C(C)(C)C)o2)c1	i	12	-1%	7.2%	1.0	55	3%	10%	-2%	1.2%	0.4%
O=C(CCn1c(=O)oc2ccccc21)NCCN1CCc2ccccc2C1	i	40	-3%	-0.9%	0.5	82	7%	4%	0%	-0.7%	0.5%	NS5 inhibitors pilot replicate=-2.4
CN(Cc1nccs1)C(=O)C1CCC(=O)N(CCc2ccc(Cl)cc2)C1 (stereo not given)	i	37	0%	0.8%	1.9	46	2%	-18%	-4%	-0.2%	0.2%
NC(=O)CC(NC(=O)Cc1ccc(Br)cc1)c1ccc(N2CCN(c3ccccn3)CC2)c([N+](=O)[O-])c1 (stereo not given)	i	28	0%	1.1%	8.6	62	3%	19%	-4%	0.0%	0.8%
C[C@H](NC(=O)C1CCN(S(=O)(=O)c2ccccc2)CC1)C(=O)NCc1ccc(F)cc1	i	8	3%	0.1%	-0.2	52	14%	5%	8%	-0.4%	0.4%
COc1ccc(CNC(=O)C(=O)NCc2cccnc2)cc1	i	30	-7%	0.3%	-0.5	34	4%	3%	-3%	-0.2%	0.6%
N#Cc1ccsc1NC(=O)CSc1nncs1	i	57	?	.	2.4	68	9%	.	.	.	0.3%[50 µM]
O=C(NCCCN1CCOCC1)c1ccc(CS(=O)(=O)Cc2ccccc2Cl)o1	i	1	-2%	-1.1%	-0.4	40	10%	1%	-15%	-0.4%	0.3%
CCOC(=O)CSc1nc2ccccc2n1CC(=O)N1CCN(c2ccccc2)CC1	i	53	-1%	3.0%	-0.4	58	1%	21%	-6%	-0.1%	9.1%
COc1cccc(C(=O)CC(=O)C(=O)Nc2cc(OC)c(OC)c(OC)c2)c1	i	26	.	0.6%	2.5	99	.	21%	-7%	0.3%	.

Quoted at random: 2 records from the list.
SMILES	T cell modulator	T cell modulator vesicle-bound %	NS5 inhibitors	RSV CPE inhibition	NTR1 agonist	NTR1 agonist cell count 20 µM	MgcRacGAP inhibition	SV40 large T antigen	PhoP inhibition	West Nile virus CPE	UTI89 phage lysis	others
COC(=O)c1c(NC(=O)C(=O)NCCCN2CCOCC2)sc2c1CC(C)(C)OC2	i	18	6%	-1.9%	-1.8	59	1%	10%	0%	-0.4%	-0.1%
COC(=O)c1ccc(C(=O)OC)c(NC(=O)CN2CCCCC2)c1	i	32	.	0.1%	4.6	86	1%	5%	-2%	0.3%	2.6%

Going on with the list:
SMILES	T cell modulator	T cell modulator vesicle-bound %	NS5 inhibitors	RSV CPE inhibition	NTR1 agonist	NTR1 agonist cell count 20 µM	MgcRacGAP inhibition	SV40 large T antigen	PhoP inhibition	West Nile virus CPE	UTI89 phage lysis	others
Oc1ccccc1CN1CCN(C(O)(c2ccccc2)c2ccccc2)CC1	i	65	-5%	-0.3%	0.3	69	24%	5%	7%	-1.3%	0.2%	NS5 inhibitors pilot replicate=-1.5
O=C1c2ccccc2C(=O)N1CSc1nnc(Nc2ccccc2)s1	i	52	.	1.0%	0.5	57	.	10%	0%	-0.5%	.
O=C(NCCc1ccc(Cl)cc1)c1cc(-c2ccccn2)nc2ccccc12	i	12	0%	?	6.2	58	9%	7%	1%	-0.4%	0.5%
NC(=O)Cn1nnc(-c2ccc(CN3CCCCC3)cc2)n1	i	45	1%	0.6%	-0.6	48	7%	7%	-5%	-0.4%	1.6%
Cc1cc(C(C)(C)C)oc1C(=O)N(CC(=O)NC1CCCC1)Cc1ccccc1	i	17	-1%	-2.6%	1.5	47	4%	13%	-7%	-0.1%	1.1%
O=C(NCCCN1CCCC1=O)c1cccc(S(=O)(=O)NCc2ccccc2)c1	i	38	-4%	1.1%	0.1	70	4%	10%	-3%	.	1.9%[50 µM]
CCc1cccc(C)c1NC(=O)CSc1nc(C)c(C)o1	i	28	2%	1.5%	-0.9	49	7%	10%	-3%	-0.6%	3.2%[50 µM]
CC(c1ccccc1)C1CC(=O)N(c2cc(Cl)ccn2)C1=O (stereo not given)	i	36	1%	.	-0.5	49	9%	13%	-4%	0.6%	-2.5%
COc1ccc(NC(=O)Cc2c(SC)c3ccccc3n2Cc2ccccc2)cc1	i	34	-2%	0.4%	-0.4	51	-3%	-5%	8%	0.5%	1.1%
S=C(c1ccc(-c2ccc(Br)cc2)o1)N1CCOCC1	i	27	.	3.5%	-0.5	36	.	16%	1%	0.2%	.
Clc1ccc(CSc2ccc(-c3ccccn3)nn2)cc1	i	24	-1%	-1.9%	2.3	72	-11%	7%	-10%	-0.7%	0.2%
COc1ccccc1NC(=O)c1ccc(NS(=O)(=O)c2cccc3cccnc23)cc1	i	45	3%	1.7%	0.1	54	4%	20%	10%	-0.5%	2.3%[50 µM]
CC1=C(C(=O)OCCOc2ccccc2)C(c2ccc(C)o2)C2=C(CC(C)(C)CC2=O)N1 (stereo not given)	i	28	-6%	-1.9%	2.4	53	4%	26%	-18%	-0.5%	1.1%
COc1cccc(-c2nc(C(=O)NCCCN3CCOCC3)cc3c2[nH]c2ccccc23)c1	i	40	-4%	1.9%	-1.7	94	20%	1%	6%	0.4%	4.1%
O=C(O)c1ccnc(SCC(=O)c2ccccc2)c1	i	42	-3%	0.8%	1.2	50	4%	18%	-17%	0.4%	2.3%
COC(=O)C(C)Sc1nc2c(cnn2-c2ccc(F)cc2)c(=O)[nH]1 (stereo not given)	i	20	-6%	1.1%	1.1	42	7%	8%	2%	1.7%	0.2%
COc1ccc(CC(=O)NC2CCCCCC2)c(OC)c1	i	27	-6%	2.4%	0.5	44	4%	0%	2%	-0.5%	0.2%
CC1CCN(CC(=O)Nc2ccc(S(=O)(=O)NC3CC3)cc2)CC1	i	24	0%	-1.9%	0.4	70	179µM*	10%	8%	-0.1%	-0.4%
O=C(/C=C/c1ccccc1[N+](=O)[O-])NCc1ccncc1	i	59	-5%	1.8%	-1.0	90	3%	-5%	0%	0.2%	0.1%
CC1CCCCC1NC(=O)c1ccc(N2CCCC2=O)cc1 (stereo not given)	i	43	5%	0.1%	2.5	60	12%	6%	-4%	0.2%	-0.3%
COc1ccc(C(=O)c2coc3ccc(OC(C)=O)cc23)cc1	i	11	-1%	4.5%	5.3	47	9%	6%	10%	-0.7%	0.2%
CCOc1ccc(CCNC(=O)Cn2cccc2C(=O)c2ccccc2)cc1OCC	i	57	-12%	1.3%	-0.2	66	10%	26%	0%	-0.9%	1.0%[50 µM]
CCOc1ccc(NC(=O)COc2ccc(C(=O)NCc3cccc(OC)c3)cc2OC)cc1	i	21	-12%	2.4%	-1.8	63	5%	.	.	.	0.7%[50 µM]
COc1ccc(C(=O)N2CCOCC2)cc1S(=O)(=O)N1CCCc2ccccc21	i	28	-11%	0.8%	-0.8	47	9%	8%	4%	-0.1%	0.5%
CCn1c(SCC(=O)NCc2ccccc2)nc2c(c1=O)SC(C)C2 (stereo not given)	i	27	-4%	0.9%	-1.1	94	9%	13%	-6%	0.1%	-0.3%
CCN(CC)C(=O)c1sc(NC(=O)c2ccc3c(c2)OCO3)c(C#N)c1C	i	56	-10%	3.7%	-3.0	88	4%	-1%	20%	-0.7%	0.1%
O=C(C1CN(C(=O)c2cc3cc(Cl)ccc3o2)c2ccccc2O1)N1CCCCC1 (stereo not given)	i	53	1%	0.0%	3.5	58	4%	.	.	.	-0.3%[50 µM]
CC(Oc1ccc2c(-c3ccccc3)cc(=O)oc2c1)C(=O)N1CCC[C@@H]1C(N)=O (stereo not given in full)	i	58	-2%	2.7%	-1.7	86	1%	6%	-4%	-0.4%	-1.6%
O=C(Nc1cccc(S(=O)(=O)Nc2ccccc2Cl)c1)c1ccc(N2CCCC2)c([N+](=O)[O-])c1	i	44	-7%	?	3.5	47	-1%	9%	2%	0.5%	3.2%
COc1cc(C(=O)N[C@@H](C)C(=O)NCc2ccco2)cc(OC)c1OC	i	58	4%	0.1%	1.5	67	6%	8%	13%	-0.6%	0.0%
COc1cccc(CN2CCN(Cc3ccon3)CC2CCO)c1 (stereo not given)	i	60	4%	0.9%	0.2	87	-5%	5%	3%	-0.4%	0.0%
COC(=O)c1cccc(Oc2cccc(C(F)(F)F)c2)n1	i	56	6%	1.3%	-1.4	104	8%	9%	4%	-0.6%	0.4%
COc1ccccc1N1CCN(C(=O)C2CCCN(c3ncnc4c3nc3n4CCCCC3)C2)CC1 (stereo not given)	i	40	?	4.6%	6.3	58	4%	10%	8%	0.3%	0.1%
